Screening data from PubChem.
Lipid storage S3: qHTS Assay for Lipid Storage Modulators in Drosophila S3 Cells; Drosophila S3 cells, BODIPY lipid droplet fluorescence, 18-24 h; cells fed with added oleic acid; lipid storage change, negative = inhibition, % at the top dose, mostly 46.1 µM; hits show Potency in µM; hit rate 0.64% among 320,000; AID 2685, 2010; active means well fitted inhibition curve with a large enough effect in the signal ratio, with a control signal flat, not every such curve was filed as active; inconclusive means small, poorly fitted or top-dose-only effect, or effect the other way, or a change in a side signal; the % refers to the signal ratio
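Drosophila S3 cells got compounds at several concentrations plus oleic acid (400 uM solution). Laser-scanning cytometry with 488 nm excitation read lipid droplets at 500-530 nm and cells at 575-640 nm. Percent activity was relative to 20 uM Triacsin C.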
Lipid storage S3 cell count max: further read-out of Lipid storage S3, marked with its call; cell number change, %; measured here: cell count max response;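 cells counted by Cell Tracker Red CMTPX staining in the red channel; peak over a dose series mostly up to 46.1 µM; percent activity relative to internal control wells on each plate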
* marks the source's active call; other numbers are inactive results; i = inactive; ? = inconclusive; · = no result given; [ ] = another dose, or the depositor's remark. On the % scale 0 is the no-effect control and ±100 the full control effect; potency means the concentration at half of the fitted maximal effect. These rows are one share of the data; rates above refer to the full screens.

The first 4 records, ahead of the listing:
Lipid storage S3	Lipid storage S3 cell count max	SMILES
?	·	CC(Sc1nnnn1C)C(=O)Nc1ccccc1 (stereo not drawn)
1.1%	-9.6	O=C(O)c1ccc(Br)cn1
?	·	COc1ccccc1N1C(=O)C2CC(C)=C(C)CC2C1=O (stereo not drawn)
8.9%	9.1	CC(C)NC(=O)COC(=O)CNC(=O)c1cc(Cl)cc([N+](=O)[O-])c1

This part in full (from the top)
Lipid storage S3	Lipid storage S3 cell count max	SMILES
?	·	CC(Sc1nnnn1C)C(=O)Nc1ccccc1 (stereo not drawn)
1.1%	-9.6	O=C(O)c1ccc(Br)cn1
?	·	COc1ccccc1N1C(=O)C2CC(C)=C(C)CC2C1=O (stereo not drawn)
8.9%	9.1	CC(C)NC(=O)COC(=O)CNC(=O)c1cc(Cl)cc([N+](=O)[O-])c1
?	·	COc1cc(C)c(C(C)C)cc1S(=O)(=O)N1CCOCC1
?	·	COCCCNC(=O)CCCn1c(=O)c2ccccc2n(CC(=O)Nc2c(C)cccc2C)c1=O
i	·	COc1ccc(S(=O)(=O)Cc2ccc(C(=O)N3CCOCC3)o2)cc1
3.8%	·	CC12CCC(C(=O)NCc3ccc4c(c3)OCO4)(CC1=O)C2(C)C (stereo not drawn)
0.2%	1.4	OCCOCCNc1ncnc2c1cnn2-c1ccc(Cl)cc1
24.8%	-8.4	COc1ccc(Cc2nnc(NC(=O)c3cccc(C)c3)s2)cc1
5.1%	-6.7	CC(=O)Nc1ccc(S(=O)(=O)N2CCN(c3ccc([N+](=O)[O-])c(NCCN4CCOCC4)c3)CC2)cc1
?	·	CCOC(=O)[C@H]1[C@H]2COc3ccc(C)cc3[C@@H]2N2C(=O)CN(Cc3ccc(C)cc3)C(=O)[C@@]12C
?	·	Cc1ccc(NS(=O)(=O)c2ccc(Cl)c(NC(=S)NC(=O)C3CCCCC3)c2)cc1Cl
?	·	Cc1ccc(COC(=O)CN2C(=O)NC3(CCCC3)C2=O)cc1
0.1%	-23.1	COc1ccc(-c2nc(C)sc2CC(=O)O)cc1

Overlap with the part before: 5 entries; new compounds follow.
Lipid storage S3	Lipid storage S3 cell count max	SMILES
5.1%	-6.7	CC(=O)Nc1ccc(S(=O)(=O)N2CCN(c3ccc([N+](=O)[O-])c(NCCN4CCOCC4)c3)CC2)cc1
?	·	CCOC(=O)[C@H]1[C@H]2COc3ccc(C)cc3[C@@H]2N2C(=O)CN(Cc3ccc(C)cc3)C(=O)[C@@]12C
?	·	Cc1ccc(NS(=O)(=O)c2ccc(Cl)c(NC(=S)NC(=O)C3CCCCC3)c2)cc1Cl
?	·	Cc1ccc(COC(=O)CN2C(=O)NC3(CCCC3)C2=O)cc1
0.1%	-23.1	COc1ccc(-c2nc(C)sc2CC(=O)O)cc1
?	·	O=S(=O)(Nc1cc(Sc2ncn[nH]2)c(O)c2ccccc12)c1ccccc1
9.4%	-5.2	O=C(NC(=S)Nc1ccc(-c2ccc(CO)o2)cc1)c1cccs1
-13.5%	-0.6	CN(CC(=O)Nc1c(Cl)cccc1Cl)C(=O)c1n[nH]c2ccccc12
?	·	Cc1ccc(S(=O)(=O)N(C)CC(=O)OCc2nnc(-c3ccccc3)o2)cc1
?	·	CCn1c(CCc2ccccc2)n[nH]c1=S
5.3%	11.2	CCc1cc(C(=O)Cc2nc3ccccc3s2)c(O)cc1OCC(=O)O
9.2%	0.3	O=C(Nc1cccnc1)/C(N=Nc1cccnc1)=C(\O)c1ccccc1
1.0%	-13.3	Cc1ccc2c(c1)C1CN(C)CCC1N2C(=S)NC(=O)c1ccc(Br)cc1 (stereo not drawn)
2.0%	1.6	CCCn1c2c(c(O)c(C(=O)Nc3ccc(OC)cc3)c1=O)CCCC2
?	·	COc1ccc(CNC(=O)C2CC(c3ccc(F)cc3)=NO2)cc1 (stereo not drawn)
-4.9%	·	CCCc1nnc(SCC(=O)N2CCCCC2)n1CC1CCCO1 (stereo not drawn)
4.7%	-4.3	Cc1ccc(-c2nn(CC(=O)O)c(=O)c3ccccc23)cc1
?	·	COc1ccccc1NS(=O)(=O)c1cc(NC(=O)/C=C/c2cccs2)ccc1N1CCOCC1
?	·	Cc1ccc(S(=O)(=O)Nc2cccc(C(=O)NCCCn3ccnc3)c2)cc1F
-1.2%	-13.2	CC1CCc2c(sc(NC(=O)C3c4ccccc4Oc4ccccc43)c2C(N)=O)C1 (stereo not drawn)
?	·	CC(C)c1ccc(NC(=O)c2snc3ccc(Cl)cc23)cc1
-12.4%	3.4	O=C(CC(C(=O)O)c1ccccc1)c1cccs1 (stereo not drawn)
?	·	Cc1ccc(C(=O)Nc2ccc3c(c2)OCO3)cc1S(=O)(=O)N1CCOCC1
?	·	COc1ccc(CNC(=O)c2cc3c(s2)CS(=O)C3)cc1 (stereo not drawn)
?	·	CCn1c(SCC(=O)N=Nc2c(O)[nH]c3ccccc23)nc2ccccc21
-23.9%	-15.5	O=C(NCCc1ccccn1)C1CCN(S(=O)(=O)c2ccc(Cl)cc2)CC1
?	·	COC(=O)c1cc(CSc2nc3ccccc3[nH]2)oc1C
-11.8%	1.8	O=C(c1cccc(Cl)c1)N1CCn2c1nc1ccccc12
-6.4%	-1.6	O=C(NC(NC1CCS(=O)(=O)C1)C(Cl)(Cl)Cl)c1ccc(Br)cc1 (stereo not drawn)
?	·	CCSc1nnc(NC(=O)C(C)(C)C)s1
i	-18.3	COc1ccc(C(C(=O)NC(C)(C)C)N(Cc2cccnc2)C(=O)CCC(=O)Nc2cc(C)on2)cc1 (stereo not drawn)
i	-7.0	COc1ccc(NC(=O)C2CC(c3c(F)cccc3Cl)=NO2)cc1 (stereo not drawn)
?	·	CCOc1ccc2[nH]c3c(NCCCOC)ncnc3c2c1
?	·	CCCC(C(=O)NC1CCCC1)N(CCN(CC)CC)C(=O)c1snc(C(N)=O)c1N (stereo not drawn)
-7.8%	-2.3	CC[C@@]12C(=O)N(c3cccc(F)c3)C(=O)N1[C@H](c1ccc(F)cc1)[C@@H]1C(=O)N(C3CCCCC3)C(=O)[C@@H]12
?	·	O=C1CS(=O)CN1c1ccc(Oc2ccccc2)cc1 (stereo not drawn)
7.2%	6.4	CCCCN(C(=O)c1cccc(S(=O)(=O)N2CC(C)OC(C)C2)c1)c1c(N)n(CCCC)c(=O)[nH]c1=O (stereo not drawn)
12.8%	-0.8	CCOC(=O)N1CCN(c2ccc(S(=O)(=O)N3CCC(C)CC3)cc2[N+](=O)[O-])CC1
?	·	O=S(=O)(c1ccc(F)cc1)N(CCO)CC(O)Cn1c2ccccc2c2ccccc21 (stereo not drawn)
-0.4%	-4.3	O=C(Nc1cc2c(cc1Cl)OCCO2)c1ccco1
7.1%	-0.6	CC(CC1CC(C)(C)OC1=O)C(=O)Nc1ccc([N+](=O)[O-])cc1 (stereo not drawn)
-1.3%	-11.5	COc1ccc(CN2CCCC(C(=O)N3CCCC3)C2)cc1 (stereo not drawn)
?	·	O=C(COC(=O)c1ccncc1)NCCCc1ccccc1
?	·	O=C(CCCN1C(=O)c2ccccc2C1=O)Oc1ccc(F)cc1
?	·	N/C(=N\OC(=O)c1ccoc1)c1ccc(Br)cc1
20.4%	1.2	Cc1ccc(N/C=C2\CCCCC2=O)c(C)c1
i	·	Cc1cc(C(F)(F)F)n2ncc(-c3ccccc3)c2n1
?	·	Cc1ccccc1-c1nnc(SCC(=O)c2c(N)n(C3CC3)c(=O)[nH]c2=O)o1
?	·	O=C(Nc1ncccn1)C1CCCCC1
-16.5%	-5.5	CCOC(=O)N1CCN(S(=O)(=O)N2CCCC(C(=O)NCCc3ccccc3)C2)CC1 (stereo not drawn)

Molecules shown so far that have a tert-butyl group (2):
Lipid storage S3	Lipid storage S3 cell count max	SMILES
?	·	CCSc1nnc(NC(=O)C(C)(C)C)s1
i	-18.3	COc1ccc(C(C(=O)NC(C)(C)C)N(Cc2cccnc2)C(=O)CCC(=O)Nc2cc(C)on2)cc1 (stereo not drawn)

New compounds follow.
Lipid storage S3	Lipid storage S3 cell count max	SMILES
?	·	Cc1cccc(C(=O)NCC(=O)N2CCN(S(=O)(=O)c3ccccc3)CC2)c1
18.3%	4.1	Cc1cc(NC(=O)C2COc3ccccc3O2)no1 (stereo not drawn)
?	·	Cc1ccc(CN(c2ccc(C(=O)NCc3ccc4c(c3)OCO4)cc2)S(C)(=O)=O)cc1
?	·	COc1ccc(NC(=O)c2cc([N+](=O)[O-])ccc2N2CCN(C)CC2)cc1
?	·	CN1CCN(C(=S)c2cn(Cc3cccc(F)c3)c3ccccc23)CC1
-0.3%	-5.7	NS(=O)(=O)c1cc2c(cc1Cl)NCNS2(=O)=O
?	·	CCCCN(C)C(=O)CS(=O)(=O)Cc1nc(-c2cccc(OC)c2)oc1C
?	·	Cc1cccc(CSc2nc3c(c(-c4cccs4)c2C#N)CN(C)CC3)c1
5.0%	5.5	O=C(COC(=O)c1nc(Cl)ccc1Cl)Nc1ccc(Cl)cc1
-4.3%	-0.7	Cc1nn(-c2ccccc2)c(-c2ccccc2)c1C(=O)O
?	·	CC1(C)CN(c2ccc(C(=O)c3ccccc3)cc2)C1=O
3.7%	-6.8	C[N+]1(C)CCC(=C2c3ccccc3CC(=O)c3sccc32)CC1
?	·	O=C(COc1ccccc1)NCC1(N2CCCCC2)CCCCC1
i	0.5	CCOC(=O)c1cc(S(=O)(=O)N2CCN(C3CCCCC3)CC2)cn1C
?	·	CCc1ccc(N2CC(C(=O)Nc3cc(C)on3)CC2=O)cc1 (stereo not drawn)
i	·	Cn1cc(CC(=O)Nc2cccc(C#N)c2)c2ccccc21
?	·	O=C(c1ccc2c(=O)n(Cc3ccc(Cl)cc3)c(=S)[nH]c2c1)N1CCOCC1
?	·	CSc1ccccc1NC(=O)c1c(Br)cnn1C
i	-16.7	O=C(O)CC/C(=C\c1cc2c(cc1Br)OCO2)c1nc2ccccc2s1
?	·	COc1ccc(OC)c(NC(=S)N2c3ccccc3CC2C)c1 (stereo not drawn)
-0.8%	-21.0	Cc1ccccc1C1CC(c2ccc(Br)cc2)Nc2nc(N)nn21 (stereo not drawn)
?	·	CC1CCCCN1C(=O)CSCC(=O)Nc1nc(-c2cccs2)cs1 (stereo not drawn)
-2.1%	-8.5	Cc1ccc(C(=O)NC2CC3CCCC(C2)N3C(=O)NC2CCCCC2)cc1 (stereo not drawn)
i	·	Cc1cc(C)cc(OCC(=O)Nc2nonc2NC(=O)COc2cc(C)cc(C)c2)c1
?	·	COC(=O)c1ccc(CNCC(=O)Nc2ccc(C(=O)OC)cc2)cc1
?	·	CCc1ccc(S(=O)(=O)Nc2ccc(C)c(NS(C)(=O)=O)c2)cc1
?	·	CN(C(=O)c1ccccc1)C1(C)CCS(=O)(=O)C1 (stereo not drawn)
3.9%	11.0	FC(F)(F)c1cc(-c2ccccn2)nc2cc(-c3ccccc3)nn12
i[0.0737 µM]	·	Cc1noc(C)c1CSCC(=O)Nc1nc(-c2ccc(F)c(F)c2)cs1
?	·	CCc1nc(SCC(=O)Nc2ccccc2OC)n[nH]1
?	·	CN(C)C(CNC(C(=O)Nc1ccc(F)cc1)c1ccccc1)c1ccccc1 (stereo not drawn)
?	·	C=CCn1c(SCC(=O)C(C)(C)C)nnc1-c1ccccn1
?	·	Cc1cccc(C(=O)N/N=C/c2ccc[nH]2)c1
?	·	COc1ccccc1CNC(=O)c1ccc2c(c1)OCO2
?	·	COc1ccc(C(=O)Nc2cccc(NC(=O)c3cccs3)c2)cc1OC
?	·	COc1ccc(OC)c(/C=N/NC(=O)CCCC(=O)Nc2cccc(Br)c2)c1
?	·	COc1cc(C=O)ccc1OS(=O)(=O)c1ccc(NC(C)=O)cc1
-7.2%	-9.5	Cc1cccc(CSC2=NCCN2C(=O)c2ccc(Br)o2)c1
?	·	Cc1ccccc1C(=O)Nc1ccc(S(=O)(=O)Nc2onc(C)c2C)cc1
?	·	Cc1sc2ncn(CC(=O)NCCCC(=O)N3CCCCC3)c(=O)c2c1C
?	·	CC(C)(C)c1ccc(C(=O)NNC(=O)c2cccc(-n3cnnn3)c2)cc1
?	·	CN1CCN(C(=O)c2ccccc2Nc2ccc(SC(F)F)cc2)CC1
?	·	Cc1nc(S/C(=C\c2ccc(OCc3ccccc3Cl)cc2)C(=O)O)n[nH]1
26.8%	-10.5	CCCOc1ccc(C(=O)NCc2ccco2)cc1
2.7%	-12.7	O=C(CSc1nc2ccccc2c(=O)n1CC1CCCCC1)N1CCOCC1
i	·	CCN1CCN(c2ccc(NC(=O)c3ccc4c(c3)OCO4)cc2)CC1
?	·	COc1ccc(/C=C/C(=O)OCC(=O)NCc2ccccc2)cc1OC
8.7%	-5.4	Cc1ccccc1-n1c(SC(C)C(=O)N2CCN(C)CC2)nc2ccccc2c1=O (stereo not drawn)
?	·	Cc1cccc(NC(=O)c2cc3ccccc3nc2C)c1
?	·	Cn1c(SCC(=O)Nc2ccccc2[N+](=O)[O-])nnc1C(F)(F)F
i	2.8	Cc1ccc(NS(=O)(=O)c2ccc(-n3cccn3)cc2)nc1
i	·	CCc1ccc(NC(=O)C2CCN(S(=O)(=O)c3c(C)noc3C)CC2)cc1
?	·	O=c1[nH]c(/C=C/c2ccc3c(c2)OCO3)c([N+](=O)[O-])c(=O)[nH]1
i	·	O=C(Cn1cc2c(n1)CCCC2)NCc1cccc(Cl)c1
7.4%	9.2	COc1cccc(NC(=O)CNC(=O)c2ccc(F)cc2)c1
?	·	O=C(CCc1nnc(COc2ccccc2)o1)NCc1ccccc1C(F)(F)F
-11.5%	-7.2	O=C(c1cccc(Cl)c1)N1CCN(Cc2c[nH]c3ccccc23)CC1
